# miR-122 sensor: inhibitors of miR-122 in Huh7 cells; Huh7 miR-122 Renilla luciferase sensor, 48 h; neutral wells = 0, positive control = 100; activation (reporter increase), % at 12.5 µM; actives 0.3% (n = 340,000);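 active means mean replicate activation score at least 90 and every replicate individually at or above 90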;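 further: higher luciferase means less miR-122 activity so hits act as miR-122 inhibitors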
# Cneo AK release: causes C. neoformans cell lysis; adenylate kinase release luminescence, 4 h; normalised: neutral wells 0, clomiphene wells 100; lysis activity, % at 15 µM; actives 0.2% (n = 360,000); AID 651654;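 active means mean lysis activity across replicates of at least 80%, whatever share of replicates individually reach that level; inactive means mean lysis activity below 80%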
#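 Material: C. neoformans cells | Amount: Yeast cell density of 5 × 10^6 cells/mL | Medium: Fresh YPD growth medium | Dosing: Single dose | Times: Static 4 h at 37 °C with compound, 1 h detection | Detection: AK luminescence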
# PGC1a acetyl inh: modulators of PGC1a acetylation; U2OS PGC1a acetylation, AlphaScreen anti-acetyl-lysine; with virally co-expressed GCN5 acetyltransferase; inhibition, % at 15.6 µM; actives 0.17% (n = 350,000);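 active means every replicate shows inhibition of at least 40%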;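 further: 0% = neutral control wells and 100% = positive control wells; some results beyond the cut were filed as inactive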
# E-selectin induc: E-selectin induction on HUVECs; P16581; HUVEC E-selectin immunofluorescence imaging; normalized: neutral wells 0, TNF-alpha wells 100; activation, % at 7.58 µM; actives 0.37% (n = 260,000);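 active means mean E-selectin-positive cell signal at least 10% of the positive control, reached in at least 60% of replicates, without over 20% cell loss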;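 further: in these data hits start at about 27%; measured in HUVEC primary endothelial cells; signal is the percent of cells scored E-selectin positive by PE staining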
# Target sequence (P16581 whole entry, looked up): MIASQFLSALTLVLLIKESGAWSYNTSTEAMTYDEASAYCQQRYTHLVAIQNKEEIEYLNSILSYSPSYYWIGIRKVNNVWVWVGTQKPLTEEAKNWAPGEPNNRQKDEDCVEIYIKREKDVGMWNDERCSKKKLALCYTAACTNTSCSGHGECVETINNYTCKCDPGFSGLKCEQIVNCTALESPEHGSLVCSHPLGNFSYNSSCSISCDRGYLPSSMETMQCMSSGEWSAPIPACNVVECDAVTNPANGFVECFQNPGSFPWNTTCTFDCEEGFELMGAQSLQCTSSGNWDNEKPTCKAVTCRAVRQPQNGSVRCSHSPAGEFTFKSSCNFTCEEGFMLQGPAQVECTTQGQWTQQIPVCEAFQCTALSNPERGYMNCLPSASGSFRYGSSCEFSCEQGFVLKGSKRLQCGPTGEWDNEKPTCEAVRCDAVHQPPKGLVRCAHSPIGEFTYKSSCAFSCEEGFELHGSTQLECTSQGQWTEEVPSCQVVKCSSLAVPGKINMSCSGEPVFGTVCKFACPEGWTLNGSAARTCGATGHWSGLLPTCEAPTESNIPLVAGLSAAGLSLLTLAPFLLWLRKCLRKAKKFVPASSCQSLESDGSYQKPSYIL
#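 System: HUVEC / Compound: single concentration / Signal: immunofluorescence imaging / Read-out: percent E-selectin-positive cells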
# RAD52 anneal inh: RAD52 (human) annealing inhibition; P43351; recombinant RAD52 DNA annealing, FRET fluorescence; inhibition, % at 18.7 µM; actives 0.46% (n = 360,000); AID 651710;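 active means every replicate showing at least 50% inhibition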
# Target sequence (P43351 whole entry, looked up): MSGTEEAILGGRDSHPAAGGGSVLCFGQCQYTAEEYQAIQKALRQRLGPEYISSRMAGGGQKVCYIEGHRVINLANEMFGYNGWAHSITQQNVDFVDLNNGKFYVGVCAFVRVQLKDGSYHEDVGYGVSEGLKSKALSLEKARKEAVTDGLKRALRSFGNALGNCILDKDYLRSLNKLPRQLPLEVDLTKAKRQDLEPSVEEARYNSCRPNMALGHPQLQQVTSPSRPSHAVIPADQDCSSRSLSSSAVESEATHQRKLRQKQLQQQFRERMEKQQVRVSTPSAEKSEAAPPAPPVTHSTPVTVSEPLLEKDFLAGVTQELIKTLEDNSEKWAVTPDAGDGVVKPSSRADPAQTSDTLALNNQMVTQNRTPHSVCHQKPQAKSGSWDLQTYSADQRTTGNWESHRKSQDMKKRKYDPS
# PglD DTNB: blocks C. jejuni PglD acetyltransferase activity. purified PglD enzyme, DTNB colorimetric CoA detection. inhibition, % at 12.5 µM. actives 0.098% (n = 360,000); in the data active means inhibition above about 16%, passing the limit was not always enough; further: strong numbers were not always called active
# RAD54 inh: inhibitors of human RAD54 branch migration; Q92698; RAD54 Holliday junction branch migration, FAM/BHQ fluorescence; inhibition, % at 10.4 µM; actives 0.14% (n = 360,000);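 active means mean normalized replicate activity at least 40 and at least half of replicates scoring 40 or more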;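 further: 0% = median of neutral control wells and 100% = median of positive control wells; inhibitors cause a drop in the FAM fluorescence signal; in these data hits start at about 50%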
# ERAP1 HTS inh: ERAP1 (human) enzyme inhibition | actives 0.15% (n = 340,000) | inhibition, % at 10.7 µM | recombinant ERAP1, Leu-AMC fluorescence, 60 min | Q9NZ08;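 active means mean replicate inhibition of at least 30%, or all replicates individually reaching that 30% level; inactive means mean below 30% and not every replicate reaching it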;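 further: 0% = neutral control wells and 100% = L-leucinethiol positive control wells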
# An asterisk follows results filed as active; . = no result given; & = joins results of further samples; [ ] = another dose, or the depositor's remark.
# Results follow in this order: RAD52 anneal inh | RAD54 inh | E-selectin induc | Cneo AK release | ERAP1 HTS inh | PGC1a acetyl inh | PglD DTNB | miR-122 sensor
> C[C@@H]1CCCCO[C@@H](CN(C)S(=O)(=O)c2cn(C)cn2)[C@@H](C)CN([C@@H](C)CO)C(=O)c2cc(NS(=O)(=O)c3ccc(F)cc3)ccc2O1
 : 3 | -9 | 0.0 | -4 | 3 | . | -1 | 2[16.7 µM]
> CCO[C@H]1OC(C(=O)N2CCOCC2)=C[C@@H](c2ccc3c(c2)OCO3)[C@@H]1CCCO
 : -3&-14 | 4&8 | -0.1 | -8&0 | -2&6 | 9&14 | 8&-3 | 8
> Cc1nn(C)c(=S)[nH]c1=S
 : -4 | 3 | . | -12 | 0 | 2 | 0 | -1
> CC(NC(=O)c1cccs1)c1ccc(Br)cc1 (configuration not stated)
 : -2 | -3 | 0.4 | -2 | 1 | -4 | 4 | -4
> C[C@H]1CN([C@@H](C)CO)S(=O)(=O)c2ccc(C3=CCCC3)cc2O[C@@H]1CN(C)Cc1cccc(C(=O)O)c1
 : 7 | -7 | . | 4 | -4 | 2 | 1 | 19[16.7 µM]
> CCOC(=O)C(=O)Nc1nnc(COc2ccccc2)s1
 : -18 | 2 | 2.6 | -7 | 0 | 0 | 1 | -10
> O=C(C1CCC1)N1CC[C@@H]2[C@H](CO)Nc3ccc(-c4cccc(F)c4)cc3[C@@H]21
 : . | -2 | 3.6 | -8 | . | -9 | -2 | -3[16.7 µM]
> N/C(=N\OC(=O)COc1ccc(Br)cc1)c1cccnc1
 : . | 7 | . | 3 | . | 6 | -3 | -6
> O=C(C[C@@H]1C/C=C\CC[C@H](Cc2ccc(F)cc2)C(=O)OC[C@@H]2CCCN2C1=O)N[C@H](CO)Cc1ccccc1
 : 5 | -3 | 0.2 | -1 | 0 | 6 | 3 | -6
> Cc1cccc(S(=O)(=O)N2CCCCN3[C@H](CO)[C@@H](c4ccc(C#C[C@H](C)O)cc4)[C@@H]3C2)c1
 : -21 | 0 | -0.9 | -2 | 1 | 16 | -3 | 2[16.7 µM]
> C[C@H](CO)N1C[C@H](C)[C@H](CN(C)S(=O)(=O)c2cn(C)cn2)Oc2ccc(NC(=O)C3CC3)cc2CC1=O
 : -7 | 1 | -0.1 | -3 | -1 | -5 | 0 | 3[16.7 µM]
> COc1ccc(NC(=O)CSCC(=O)Nc2ccccc2N2CCCC2)cc1
 : -7 | -2 | -0.3 | -1 | 0 | . | 2 | 4
> CC(C)CNC(=O)C(=O)NN=C1CCCCCC1
 : . | -5 | . | 1 | . | 0 | -4 | -2
> CN=C1SC(CC(=O)Nc2ccc(F)cc2F)C(=O)N1/N=C/c1ccc(OC(F)F)c(OC)c1 (configuration not stated)
 : -6 | 3 | . | 7 | -3 | 1 | 4 | -2
> Cc1ccc(C(=O)N2CCN(C34CC5CC(CC(C5)C3)C4)CC2)o1
 : -8 | -3 | 0.1 | 2 | 2 | . | -1 | .
> Cc1cc(C)c(NC(=O)CSc2nnnn2-c2cccnc2)c(C)c1
 : -14 | 4 | . | 5 | -5 | 24 | -1 | 6
> CC1Cc2ccccc2N1C(=O)CSc1nncs1 (configuration not stated)
 : -7 | -5 | . | 1 | 1 | 9 | 2 | -8
> CCS(=O)(=O)Nc1ccc2c(c1)C(=O)N(C)C[C@H](OC)[C@@H](C)CN(C(=O)NC(C)C)[C@H](C)CO2
 : 6 | 8 | 0.0 | -4 | -3 | 5 | 3 | -10[16.7 µM]
> CC(=O)c1ccc(N2CCN(c3ccc4cc(S(=O)(=O)N5CCC(C)CC5)ccc4n3)CC2)cc1
 : -1 | 2 | -0.7 | 2 | 0 | 11 | 4 | 0
> COc1ccc(S(=O)(=O)N(C)C[C@@H]2Oc3ccc(NS(C)(=O)=O)cc3C(=O)N([C@H](C)CO)C[C@H]2C)cc1
 : 4 | -5 | -4.6 | 4 | 0 | -3 | 8 | 2[16.7 µM]
> O=[N+]([O-])c1ccc2oc(C3CCCCC3)nc2c1
 : 3 | -4 | -0.6 | 2 | 3 | 0 | 5 | 1
> COc1cccc(NC(=O)[C@H](NC(=O)[C@@H]2Cc3ccccc3CN2)c2ccccc2)c1
 : -4 | -5 | . | 2 | -1 | 6 | 0 | -8
> Cc1cccn2c(=O)c3cc(C(=O)NCC(C)C)sc3nc12
 : -13 | -8 | 0.6 | 3 | 0 | 6 | -1 | 1
> COC(=O)c1ccc(Oc2nc3c(c(=O)n(C)c(=O)n3C)n2CCC(C)C)cc1
 : . | 0 | . | 0 | . | 17 | 5 | -5
> CC(=O)Nc1ccc(NS(=O)(=O)c2ccc(C)cc2)cc1[N+](=O)[O-]
 : -4 | 0 | -0.1 | 3 | 9 | -58 | 3 | 45
> CSCC[C@H](CO)NC(=O)[C@H]1O[C@@H](n2cnc3c(N)ncnc32)[C@H](O)[C@@H]1O
 : -6 | -20 | 0.2 | -1 | 2 | 4 | 0 | 1
> COCCn1c(=NC(=O)c2ccco2)sc2cc(C(=O)OC)ccc21
 : . | 3 | . | 3 | . | -14 | -4 | 13
> Cc1ccccc1Nc1nc(-c2cccnc2)nc2ccccc12
 : -342 | 5 | -0.4 | -1 | . | -12 | 4 | 2
> COc1ccc2nc(/N=C(\N)NC(=O)N3c4ccccc4Sc4ccccc43)nc(C)c2c1
 : . | 6 | . | 6 | . | 1 | 0 | 0
> CCOC(=O)c1c(C)[nH]c(C)c1C(=O)COC(=O)c1cccnc1SC
 : -27 | -4 | . | 0 | -2 | . | -1 | .
> CC(C)NC(=O)Nc1ccc2c(c1)CC(=O)N([C@@H](C)CO)C[C@H](C)[C@H](CN(C)Cc1ccc(-c3ccccc3)cc1)O2
 : -1 | -7 | . | -4 | -1 | -13 | -1 | -2[16.7 µM]
> COc1ccc(S(=O)(=O)N2CCOCC2)cc1NC(=O)CN1C(=O)NC2(CCCC2)C1=O
 : -10 | -6 | 0.1 | -2 | 2 | 7 | 2 | -6
> CCCS(=O)(=O)c1c(S(=O)(=O)CCC)c2cc(CC)ccn2c1C(=O)OC
 : . | 2 | . | -21 | . | . | 3 | -6
> CC(C)COc1cccc(C(=O)Nc2ccc(S(=O)(=O)N3CCOCC3)cc2)c1
 : -2 | -10 | . | -1 | -5 | -10 | -2 | 10
> C[C@H]1CN([C@@H](C)CO)C(=O)c2c(c3ccccc3n2C)-c2ccccc2CO[C@H]1CN(C)C(=O)c1ccccc1
 : 22 | -5 | 0.0 | 4 | -2 | -9 | 0 | .
> CC(=O)c1cccc(OCc2cc(C(=O)NC3CCN(Cc4ccccc4)CC3)no2)c1
 : -16 | 3 | . | 0 | 1 | 6 | 1 | -4
> CCSc1nnc(NC(=O)CSc2nc3c(c(=O)n2C)SC(C)C3)s1 (configuration not stated)
 : . | -9 | . | 2 | . | -6 | -3 | 3
> COc1ccc(S(=O)(=O)N(C)C[C@@H]2Oc3ccc(NC(=O)Nc4ccc(C(F)(F)F)cc4)cc3CC(=O)N([C@@H](C)CO)C[C@@H]2C)cc1
 : -2 | 11 | 0.2 | 2 | -4 | 22 | 3 | -15[16.7 µM]
> Cc1nn(-c2ccccc2)c2c1C1(C(=O)N3c4c(cccc41)C(C)CC3(C)C)C(C#N)=C(N)O2 (configuration not stated)
 : 4 | 4 | . | -2 | 4 | -4 | -3 | 0
> CNC(=O)C[C@H]1CC[C@@H]2[C@@H](COc3ccc(NC(=O)C4CCCCC4)cc3C(=O)N2C)O1
 : . | -11 | 0.1 | . | . | 0 | 0 | -4[16.7 µM]
> CCCCn1nc2cc(C(=O)NCc3ccccc3OC)ccc2c1OCC
 : -24 | -4 | -0.1 | -3 | 3 | -3 | -6 | -5
> CCn1c(=NC(=O)c2cccc(N3C(=O)CCC3=O)c2)sc2c(OC)ccc(OC)c21
 : -13 | 5 | 0.3 | -1 | 3 | -5 | 0 | 1
> CCOc1ccccc1N(CC(=O)Nc1cccc2ccccc12)S(C)(=O)=O
 : -9 | 2 | . | 3 | 3 | 4 | 6 | -4
> CCn1c(C(=O)O)c(CC(=O)N(C)c2ccc(OC)cc2OC)c2ccccc21
 : -9 | -14 | . | -4 | -6 | -1 | -1 | -4
> COc1ccc(S(=O)(=O)N(C)C[C@@H]2OCCCC[C@@H](C)Oc3ccc(NS(=O)(=O)c4cn(C)cn4)cc3C(=O)N([C@@H](C)CO)C[C@H]2C)cc1
 : 6 | -4 | . | -1 | 1 | -5 | 5 | -10[16.7 µM]
> COc1ccc(OC)c(C2C(C(=O)c3cccs3)=C(O)C(=O)N2CCN(C)C)c1 (configuration not stated)
 : . | -6 | . | 1 | . | 2 | 0 | -6
> C[C@@H]1CN([C@H](C)CO)S(=O)(=O)c2ccc(Br)cc2O[C@@H]1CN(C)Cc1ccccc1
 : -3 | -7 | 0.0 | 0 | 7 | -5 | 1 | -3[16.7 µM]
> Cc1c(C(=O)Nc2nnc(C(F)(F)F)s2)oc2ccccc12
 : -8 | -11 | . | -1 | 0 | -8 | -1 | 4
> CCOC(=O)C1=C(C)N(CCCCCC(=O)O)C(=O)NC1c1ccc(Br)cc1 (configuration not stated)
 : -9 | -20 | 0.1 | 0 | 0 | 0 | 0 | 0
> CC1(C)CC(=O)C(CC(=O)c2ccccc2)=C(NN=C(N)N)C1
 : -4 | 3 | . | 0 | -2 | 8 | 3 | -2
> CC(C)c1nn2c(=O)cc(COc3cccc(NC(=O)c4ccco4)c3)nc2s1
 : -13 | -13 | . | 0 | 3 | -9 | 0 | -4
> Cc1ccc(N2C(=O)CC(n3ccnc3)C2=O)cc1C (configuration not stated)
 : . | 4 | . | 6 | . | 21 | 0 | 7
> CNC[C@H]1Oc2ccc(NS(C)(=O)=O)cc2C(=O)N([C@H](C)CO)C[C@H]1C
 : 8 | -14 | -8.9 | 3 | 2 | 1 | 5 | 4[16.7 µM]

# Part of the list above, set out differently:
mol,RAD52 anneal inh,RAD54 inh,E-selectin induc,Cneo AK release,ERAP1 HTS inh,PGC1a acetyl inh,PglD DTNB,miR-122 sensor
Cc1nn(-c2ccccc2)c2c1C1(C(=O)N3c4c(cccc41)C(C)CC3(C)C)C(C#N)=C(N)O2 (configuration not stated),4,4,.,-2,4,-4,-3,0
CNC(=O)C[C@H]1CC[C@@H]2[C@@H](COc3ccc(NC(=O)C4CCCCC4)cc3C(=O)N2C)O1,.,-11,0.1,.,.,0,0,-4[16.7 µM]
CCCCn1nc2cc(C(=O)NCc3ccccc3OC)ccc2c1OCC,-24,-4,-0.1,-3,3,-3,-6,-5
CCn1c(=NC(=O)c2cccc(N3C(=O)CCC3=O)c2)sc2c(OC)ccc(OC)c21,-13,5,0.3,-1,3,-5,0,1
CCOc1ccccc1N(CC(=O)Nc1cccc2ccccc12)S(C)(=O)=O,-9,2,.,3,3,4,6,-4
CCn1c(C(=O)O)c(CC(=O)N(C)c2ccc(OC)cc2OC)c2ccccc21,-9,-14,.,-4,-6,-1,-1,-4
COc1ccc(S(=O)(=O)N(C)C[C@@H]2OCCCC[C@@H](C)Oc3ccc(NS(=O)(=O)c4cn(C)cn4)cc3C(=O)N([C@@H](C)CO)C[C@H]2C)cc1,6,-4,.,-1,1,-5,5,-10[16.7 µM]
COc1ccc(OC)c(C2C(C(=O)c3cccs3)=C(O)C(=O)N2CCN(C)C)c1 (configuration not stated),.,-6,.,1,.,2,0,-6
C[C@@H]1CN([C@H](C)CO)S(=O)(=O)c2ccc(Br)cc2O[C@@H]1CN(C)Cc1ccccc1,-3,-7,0.0,0,7,-5,1,-3[16.7 µM]
Cc1c(C(=O)Nc2nnc(C(F)(F)F)s2)oc2ccccc12,-8,-11,.,-1,0,-8,-1,4
CCOC(=O)C1=C(C)N(CCCCCC(=O)O)C(=O)NC1c1ccc(Br)cc1 (configuration not stated),-9,-20,0.1,0,0,0,0,0
CC1(C)CC(=O)C(CC(=O)c2ccccc2)=C(NN=C(N)N)C1,-4,3,.,0,-2,8,3,-2

# Assay outcomes (PubChem)
